From PubChem BioAssay
HCMV inh = human cytomegalovirus inhibition. AID 1259415. 410,000 tested, 4.5% active. HFF cells, HCMV-luciferase reporter, 72 h; hits give low values. activity change, negative = inhibition, % at 57.5 µM; in the data active = activity change below about -60%; inconclusive = no clear call, values can overlap the other calls; inactive = above about -39%
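Inhibition of viral replication was scored as loss of reporter luminescence in HFFs infected with HCMV-luciferase (MOI 1 PFU/cell) for 72 h; compounds tested at 2 doses, normalized to buffer and Salinomycin controls.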
HCV inhibitor = HCV inhibition; Potency, µM (doses to about 41.8 µM), without a hit: top-dose activity change, negative = inhibition, most hits filed as inhibitors; AID 651820; Huh7.5.1 HCVcc-Cre infection, luciferase reporter, 44 h; 340,000 tested, 3.4% active; also: potency is read from the fitted curve at half-maximal effect
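HCVcc-Cre virus at an moi near 0.5 was added right after compound to cells cultured 4 h from seeding (1,000 cells/well). Luciferase activity was determined 44 h later, 15 min after substrate addition at RT.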
Sm TGR inh = blocks Schistosoma mansoni thioredoxin glutathione reductase; Q962Y6; purified TGR, DTNB reduction, TNB absorbance 405 nm; Potency, µM (top dose mostly 114 µM), inactives show at the top dose activity change, negative = inhibition, usual class: inhibitors; 360,000 tested, 3% active; AID 485364; also: potency is read from the fitted curve at half-maximal effect; nearly all actives have a fitted effect of over 60% in size
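First, TGR (20 nM dispensed) and NADPH were mixed with compound. Second, a 15 min room-temperature incubation followed. Third, further NADPH and then DTNB were added to start the reaction. Finally, TNB absorbance was monitored kinetically.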
FBPA Giardia inh = blocks Giardia fructose-bisphosphate aldolase activity; purified Giardia FBPA; Potency, µM (titrated, usually from 59.6 µM), for inactives: top-dose activity, negative = inhibition, hits mostly inhibitors; 290,000 tested, 0.71% active; AID 2451; also: potency is read from the fitted curve at half-maximal effect; nearly all actives have a fitted effect of over 55% in size
Target sequence (A8B2U2 whole entry, looked up): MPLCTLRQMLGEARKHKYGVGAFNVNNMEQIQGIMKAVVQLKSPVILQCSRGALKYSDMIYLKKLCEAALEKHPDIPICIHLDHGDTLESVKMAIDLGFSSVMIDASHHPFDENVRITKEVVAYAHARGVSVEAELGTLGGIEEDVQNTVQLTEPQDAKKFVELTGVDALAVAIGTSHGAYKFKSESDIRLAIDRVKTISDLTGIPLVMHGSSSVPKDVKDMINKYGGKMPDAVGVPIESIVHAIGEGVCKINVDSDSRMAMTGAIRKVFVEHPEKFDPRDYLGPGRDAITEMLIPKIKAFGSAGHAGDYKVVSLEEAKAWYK
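Giardia FBPA (40 nM reagent) was preincubated 10 min at RT with compound (up to 57.5 uM final), then substrate plus GAPDH/TPI/NAD/arsenate coupling system with diaphorase/resazurin was added; resorufin fluorescence (525/598 nm) was read after 20 min.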
AmpC inh detg = inhibitors of E. coli AmpC beta-lactamase with detergent; P00811; AmpC hydrolysis of nitrocefin, absorbance 480 nm, 0.01% Triton; 370,000 tested, 0.041% active; Potency, µM (series often up to 114 µM), for the others: at the top dose activity change, negative = inhibition, hits mostly inhibitors;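 also: potency is read from the fitted curve at half-maximal effect; 0% = no-compound wells and -100% = no-enzyme wells; nearly all actives have a fitted effect of over 25% in size; some results filed as inactive show a strong effect at the top dose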
Target sequence (P00811 whole entry, looked up): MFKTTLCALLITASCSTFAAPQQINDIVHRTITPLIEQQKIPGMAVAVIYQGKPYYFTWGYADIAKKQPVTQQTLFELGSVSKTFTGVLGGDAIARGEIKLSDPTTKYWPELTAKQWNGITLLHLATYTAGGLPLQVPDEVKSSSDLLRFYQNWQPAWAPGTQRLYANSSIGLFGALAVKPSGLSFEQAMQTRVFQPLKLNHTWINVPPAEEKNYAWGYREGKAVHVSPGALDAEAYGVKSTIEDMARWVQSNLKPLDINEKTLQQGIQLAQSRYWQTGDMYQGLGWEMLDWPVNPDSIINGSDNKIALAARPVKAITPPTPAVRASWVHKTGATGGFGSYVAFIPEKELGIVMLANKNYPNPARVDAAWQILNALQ
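AmpC (5.3 nM in the dispensed reagent) in 20 mM phosphate pH 7.0 with 0.01% (detergent screen) or 0.0001% Triton X-100 was preincubated with compounds for 15 min at room temperature. Nitrocefin was then added from an 800 uM solution, and hydrolysis was followed at 480 nm.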
AmpC inh no detg = AmpC beta-lactamase inhibition without detergent | AmpC nitrocefin hydrolysis, absorbance 480 nm, 0.0001% Triton | Potency, µM (top dose mostly 57.1 µM), for inactives: top-dose activity change, negative = inhibition, usual class: inhibitors | 330,000 tested, 0.52% active;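 also: potency is read from the fitted curve at half-maximal effect; plate controls were no compound for no effect and no enzyme for full effect; nearly all actives have a fitted effect of over 20% in size; some results filed as inactive show a strong effect at the top dose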
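AmpC (5.3 nM in the dispensed reagent) in 20 mM phosphate pH 7.0 with 0.01% (detergent screen) or 0.0001% Triton X-100 was preincubated with compounds for 15 min at room temperature. Nitrocefin was then added from an 800 uM solution, and hydrolysis was followed at 480 nm.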
Numbers without * were called inactive; ? = inconclusive; · = no result given; & = joins results of further samples; [ ] = another dose, or the depositor's remark. Unless noted, calls follow the shape of the dose curve; as a rule, active = well fitted curve in the direction sought with a large enough effect; inconclusive = small, poorly fitted or top-dose-only effect, or another doubt; inactive = no such curve, though single readings can be large; an effect the other way counts as inactive or inconclusive. Unless noted, % is scaled to controls: 0 for no effect and ±100 for the full control effect.

smiles | HCMV inh | HCV inhibitor | Sm TGR inh | FBPA Giardia inh | AmpC inh detg | AmpC inh no detg
COc1cc(C(=O)OCC(=O)Nc2ccc(C(C)=O)cc2)ccc1OCC(=O)N1CCOCC1 | 2.8 | 8.3% | -16.6% | -5.5% | 2.4% | 14.9%
COc1ccc(/C=N/n2c(SC)nnc(C(C)(C)C)c2=O)cc1 | -16.7 | 16.1% | -24.0% | 3.6% | -8.4% | -7.8%
O=C(/C=C\c1cccs1)c1c(O)ccc2ccc(=O)oc12 | -61.6* | -7.1% | -0.1% | -0.5% | 0.1% | -23.0%
C=CC[C@@H](CC(=O)N(CCO)Cc1ccccc1)C(=O)N[C@H](COC(=O)[C@@H](CC=C)Cc1ccc(F)cc1)Cc1c[nH]c2ccccc12 | 3.0 | ? | · | · | · | 63.6%[activator]
O=C(OCc1nc2ccsc2c(=O)[nH]1)c1ccccc1 | -4.7 | 33.8%[activator] | -0.4% | · | -12.1% | -10.2%
O=C(COC(=O)c1ccc[nH]c1=O)Nc1ccc2c(c1)OC(F)(F)O2 | 39.3 | 31.6%[activator] | 0.2% | 0.9% | 7.2% | -24.1%
CCn1c2ccccc2c2nnc(SCC(=O)OCN3C(=O)c4ccccc4C3=O)nc21 | 8.5 | 5.3% | 0.0% | 0.5% | ? | -8.2%
O=C(/C=C/c1ccco1)OCC(=O)c1ccc(OC(F)F)cc1 | -33.5 | 13.3% | 22.4µM* | · | -2.9% | -11.5%
CCC1CCCCN1C(=O)c1cc(S(=O)(=O)N2CCOCC2)ccc1C (stereo not drawn) | -21.2 | 8.1% | · | · | · | 21.9%
COc1ccc(OC)c(-c2cc(C(=O)NCc3cccs3)no2)c1 | 27.9 | ? | 2.3% | -1.3% | -5.8% | -29.1%
O=C(c1ccc(-c2cccc(Cl)c2Cl)o1)N1CCOCC1 | 18.6 | -20.1% | ? | 0.7% | 2.9% | 80.1%[activator]
Cc1cc(C)cc(C(=O)N[C@@H](C)C(=O)N2CCC3(CC2)NCCc2[nH]cnc23)c1 | 19.7 | 26.3% | -17.7% | · | 1.7% | -6.9%
COc1ccc2c(c1)CCCC21NC(=O)N(CC(=O)NC(=O)NCc2ccccc2)C1=O (stereo not drawn) | 3.4 | 2.0% | 3.5% | -3.5% | -1.7% | 17.4%
Cc1nn(-c2ccccc2)c(C)c1NC(=O)COC(=O)CCCOc1ccccc1 | -8.9 | -28.0%[8.37 µM] | 3.2% | · | ? | 56.3%
CCOC(=O)C(C)Oc1cccc2c(=O)n(CC(=O)N3CCN(C(=O)OCC)CC3)ccc12 (stereo not drawn) | 1.1 | 3.7% | 7.2% | 0.8% | -5.4% | 27.7%
Cc1cc(CN2CCN(CCC#N)CC2)c(O)c(C2(C)CCCCC2)c1 | -9.4 | 8.1% | -13.7% | -7.8% | 2.1% | 4.2%
CC1CCN(C(=O)CSc2nc3cccnc3n2C)CC1 | -25.1 | 10.2% | 0.0% | -1.8% | 5.6% | 0.4%
CCOc1cc(/C=C(\C#N)C(=O)NCC2CCCO2)ccc1OCC(N)=O (stereo not drawn) | -19.4 | 2.8% | -21.5% | 3.4% | -1.1% | -11.6%
CC(=O)/C=C1/SC(CC(=O)O)C(=O)N1c1ccccc1 (stereo not drawn) | 2.1 | ? | -0.8% | -2.0% | ? | -21.9%
COCCN(CCOC)S(=O)(=O)c1ccc(C(=O)Nc2ccc([N+](=O)[O-])cc2OC)cc1 | 14.7 | -13.0% | 4.0% | -1.6% | 2.5% | -14.9%
O=C(CCCCn1c(=O)[nH]c2ccsc2c1=O)NCc1cccnc1 | 13.9 | 14.3% | -11.1% | -2.7% | ? | -7.4%
CC(=O)Nc1ccc(NC(=O)c2ccc3c(c2)CCN3S(C)(=O)=O)cc1 | -37.6 | -16.4% | 5.3% | 1.9% | 0.4% | -24.5%
Cc1c(C(=O)NCCCN2CCOCC2)oc2ccc(S(=O)(=O)N3CCOCC3)cc12 | -37.1 | 2.4% | 4.0% | 7.0% | 3.7% | -10.1%
CCOc1ccc(C(=O)CN2CCN(S(=O)(=O)c3ccc(OC)cc3)CC2)cc1 | 9.4 | -2.5% | ? | 7.8% | 0.4% | 16.0%
CSc1ncccc1C(=O)Nc1ccc2c(c1)OCCO2 | 18.7 | -8.3% | · | · | · | -15.5%

Compound profiles, from the list above. Values in the order: HCMV inh, HCV inhibitor, Sm TGR inh, FBPA Giardia inh, AmpC inh detg, AmpC inh no detg
CC(=O)Nc1ccc(NC(=O)c2ccc3c(c2)CCN3S(C)(=O)=O)cc1 as listed: -37.6, -16.4%, 5.3%, 1.9%, 0.4%, -24.5%
CSc1ncccc1C(=O)Nc1ccc2c(c1)OCCO2 as listed: 18.7, -8.3%, ·, ·, ·, -15.5%
O=C(/C=C/c1ccco1)OCC(=O)c1ccc(OC(F)F)cc1 as listed: -33.5, 13.3%, 22.4µM*, ·, -2.9%, -11.5%
O=C(c1ccc(-c2cccc(Cl)c2Cl)o1)N1CCOCC1 as listed: 18.6, -20.1%, ?, 0.7%, 2.9%, 80.1%[activator]
Cc1cc(C)cc(C(=O)N[C@@H](C)C(=O)N2CCC3(CC2)NCCc2[nH]cnc23)c1 as listed: 19.7, 26.3%, -17.7%, ·, 1.7%, -6.9%

Going on with the list:
smiles | HCMV inh | HCV inhibitor | Sm TGR inh | FBPA Giardia inh | AmpC inh detg | AmpC inh no detg
Cc1nonc1CN(C)C(=O)CC1C(=O)NCCN1Cc1ccc(F)c(F)c1 (stereo not drawn) | -13.2 | -4.2% | ? | -18.8% | 8.0% | 0.7%
Cc1ccccc1CN1CCC(CNC(=O)c2c(C)oc3ncnc(N4CCCCC4)c23)CC1 | -4.0 | · | 9.8% | · | 23.0% | ·
C=CCSc1nnc2c(n1)OC=Nc1ccc(Br)cc1-2 | -4.4 | 23.8%&-2.0% | 7.94µM* | 10.2% | 2.2% | -18.5%
CCc1cc2c(=O)n(C(C)C(=O)OC3CCCCC3)cnc2s1 (stereo not drawn) | 39.2 | -7.5% | 3.1% | 2.9% | 2.0% | -1.7%
CCOC(=O)c1cc([N+](=O)[O-])sc1NC(=O)CC | -24.5 | ? | -3.9% | 7.4% | -5.6% | -5.7%
Cc1c(NC(=O)CN2CCCc3ccccc32)c(=O)n(-c2ccccc2)n1C | 4.1 | 21.8% | -4.9% | -0.4% | ? | -10.5%
CCc1nnc(NC(=O)CCC(=O)NC2CCCc3ccccc32)s1 (stereo not drawn) | 7.8 | 16.1% | 0.8% | -1.8% | ? | -16.3%
Cc1cccc(N(C)S(=O)(=O)c2ccc3[nH]c(=O)c(=O)[nH]c3c2)c1 | 39.9 | 6.0% | -0.9% | 7.4% | -2.9% | -19.6%
COc1ccc(S(=O)(=O)N2CCCCC2)cc1NC(=O)Cn1cnc2c1c(=O)n(C)c(=O)n2C | -11.5 | -11.4% | · | · | · | 31.8%
CCOC(=O)c1sc(C)c2c(=O)n(CCCN3CCOCC3)cnc12 | -6.2 | 1.0% | -16.9% | -2.8% | 0.9% | -17.0%
Cc1c(CCO)c(=O)n(-c2ccccc2)n1S(=O)(=O)c1ccc(Cl)cc1 | -17.9 | 9.9% | -10.7% | 9.2% | 0.1% | 9.1%
COc1ccccc1NS(=O)(=O)c1cccc(C(=O)NCc2ccncc2)c1 | -9.2 | 30.8%[activator] | 3.1% | · | -13.9% | -19.4%
COc1cccc(-n2c(=O)c3c(C)c(C(=O)N(C)C)sc3n(CC(=O)NCCc3ccc(OC)c(OC)c3)c2=O)c1 | -18.9&75.0 | 18.0% | 9.8%&-4.4% | 6.7% | 0.1%&14.6% | 64.8%[activator]
COc1ccc(C(=O)NCCCCNC(=O)c2ccc(OC)c(OC)c2)cc1OC | 32.1 | 3.4% | -1.0% | -1.9% | -14.0% | -4.8%
CCOCCOc1nc(C)cc(C)c1S(=O)(=O)c1ccccc1C | -30.8 | 8.3% | -1.0% | -8.7% | -18.0% | 6.8%
Cc1cccc(OCC(=O)NNC(=O)c2ccc([N+](=O)[O-])cc2)c1 | -30.2 | 4.2% | 2.7% | 8.6% | ? | 0.9%[11.4 µM]
CC1(C(=O)NCCCN2CCOCC2)Oc2cccnc2NC1=O (stereo not drawn) | -25.7 | -3.7% | 1.2% | 1.7% | -6.3% | -13.5%
Cc1ccc(S(=O)(=O)Nc2c(C)nn(C)c2C)c(C)c1 | -38.8 | 2.3% | -1.7% | · | -10.5% | -13.3%
OCCN(/C=N/c1nc(-c2ccc(Br)cc2)cs1)CCO | 105.9 | -14.9% | 2.2% | -3.0% | 2.7% | 11.3%
COc1ccc2c(c1)c(CC(=O)Nc1cccc(F)c1C)c(C)n2C(=O)c1ccc(Cl)cc1 | -12.8 | · | -2.5% | · | 7.6% | ·
COc1ccc2nc(SCC(=O)N3CCN(c4ccc(F)cc4)CC3)c(C#N)cc2c1 | 117.3 | -28.8% | -33.9% | -14.2% | -3.3% | -28.1%
COc1cc(OC)cc(C(=O)NCCSc2c[nH]c3ccccc23)c1 | 44.8 | -24.4% | 11.7% | -3.4% | 7.4% | -37.6%
Cc1cnc(C(=O)OCC(=O)N2CCN(C(=O)c3ccco3)CC2)cn1 | 2.8 | 32.1%[activator] | -1.9% | -1.6% | -11.2% | -11.5%
COc1ccc(C(=O)Nc2ccccc2C(=O)Nc2ccccc2C(=O)O)cc1 | 40.2 | 3.2% | -16.5% | 2.4% | -18.1% | -39.8%
Cc1ccc(Cl)cc1N1CCN(CCCNC(=O)Cn2ncc3c([nH]c4ccccc43)c2=O)CC1 | 7.3 | · | -1.7% | · | 2.0% | ·
c1ccc2c(c1)NC1(CCCCCC1)n1c-2nc2ccccc21 | -2.7 | -5.6% | -21.4% | -7.1% | 2.7% | -31.5%
O=C(NC1CCCC1)C1C2C=CC3(CN(Cc4cccs4)C(=O)C13)O2 (stereo not drawn) | -21.7 | 15.7% | -3.6% | 0.5% | ? | -22.1%
Cc1oc(-c2ccc(Cl)cc2)nc1CS(=O)CC(=O)NCc1ccccn1 (stereo not drawn) | 65.2 | -2.0% | 39.8µM* | · | 2.3% | 35.6%
O=C(COC(=O)c1cc([N+](=O)[O-])ccc1NCCO)Nc1cccc(S(=O)(=O)N2CCCC2)c1 | -1.5 | ? | -6.1% | · | ? | 31.6µM*
CCCCc1nc(Cl)c(C#N)c2c1CCCC2 | ? | -29.6% | 9.5% | 5.7% | -8.1% | -6.2%
Cc1cccc(NCc2nc(SCC(=O)Nc3ccccc3Br)n[nH]2)c1 | -15.5 | -1.6% | 14.6% | ? | -0.4% | -26.3%

Compounds as they come, and some 9.9% of all compounds hit somewhere here.
